Compound activity as filed in PubChem.
TLR9-MyD88 block: blocks human TLR9 binding to MyD88 | Q9NR96+Q99836 | CHO BLA complementation TLR9-MyD88, CCF4 FRET ratio | inhibition, % at 4.98 µM | actives 0.21% (n = 340,000);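 active means inhibition above the mean over all tested compounds plus 3 SD, cut at about 21% in these data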;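 further: 0% = DMSO only wells and 100% = clavulanate BLA inhibitor control wells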
ABHD5 PLIN5 PPI: ABHD5-PLIN5 protein interaction inhibition | Q00G26+Q8WTS1 | Split G. princeps luciferase complementation, luminescence, 4 h | inhibition, % at 4 µM | actives 0.78% (n = 360,000) | AID 602281;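 active means inhibition above the mean inhibition across every tested compound plus 3 SD, cut at about 22% in these data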;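 further: 0% = DMSO only wells and the 100% control is not disclosed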
TROY NFkB inh: inhibitors of TROY-dependent NF-kB signaling; actives 0.98% (n = 360,000); Q293 LMP1-TROYcd NF-kB luciferase reporter, 4 h; inhibition, % at 10 µM;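 active means compounds whose plate-normalised and pattern-corrected inhibition of the luciferase reporter signal at the single screening dose is 50% or more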
NCOA3 inh: inhibits human SRC3 coactivator; Q9Y6Q9; HEK293 GAL4-SRC3 luciferase reporter, luminescence; inhibition, % at 3.6 µM; actives 0.17% (n = 360,000); AID 588352;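 active means inhibition above a per-campaign cutoff, the mean of all compounds plus 3 SD, cut at about 60% in these data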;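 further: 0% = DMSO-treated cells and 100% = gossypol-treated cells at 36 µM; higher means less SRC3-driven luciferase light from the GAL4 reporter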
NCOA1 inh: inhibits human SRC1 coactivator. Q15788. actives 0.12% (n = 360,000). HEK293 GAL4-SRC1 luciferase reporter, luminescence. inhibition, % at 3.6 µM;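 active means inhibition above the campaign mean plus 3 SD, with each screening campaign given its own cutoff, cut at about 60% in these data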;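 further: 0% = DMSO treated cells and 100% = gossypol at 36 µM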
TWEAK-Fn14 inh: TWEAK-Fn14 signaling inhibition; TWEAK-stimulated Fn14 reporter cells, luciferase luminescence, 8 h; inhibition, % at 10 µM; actives 2% (n = 360,000); AID 1159606; in the data active means inhibition above about 50%
LRH-1 inv ag: inverse agonists of human LRH-1 (NR5A2). inhibition, % at 3.6 µM. O00482. actives 0.13% (n = 360,000). HEK293T StAR-luciferase reporter, LRH-1 transfected, 24 h;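 active means inhibition above the mean inhibition of all tested compounds plus 3 SD, cut at about 73% in these data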;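 further: 0% = DMSO wells and 100% = reporter-only cells lacking LRH-1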
Target sequence (O00482 whole entry, looked up): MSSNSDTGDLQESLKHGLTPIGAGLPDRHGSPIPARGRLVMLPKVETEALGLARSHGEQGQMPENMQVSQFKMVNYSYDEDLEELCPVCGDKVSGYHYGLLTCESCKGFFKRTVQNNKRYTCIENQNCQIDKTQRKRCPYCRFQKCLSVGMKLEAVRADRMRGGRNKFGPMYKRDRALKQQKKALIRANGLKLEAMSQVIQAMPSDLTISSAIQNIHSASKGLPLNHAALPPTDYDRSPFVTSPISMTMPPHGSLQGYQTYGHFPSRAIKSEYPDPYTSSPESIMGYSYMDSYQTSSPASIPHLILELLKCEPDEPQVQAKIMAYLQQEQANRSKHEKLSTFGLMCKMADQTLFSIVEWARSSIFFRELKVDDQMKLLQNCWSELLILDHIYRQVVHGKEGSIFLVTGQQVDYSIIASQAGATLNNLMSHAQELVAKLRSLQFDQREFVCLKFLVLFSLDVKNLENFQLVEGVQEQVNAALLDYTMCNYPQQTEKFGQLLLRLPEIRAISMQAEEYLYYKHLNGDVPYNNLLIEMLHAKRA
SRC2 inh: inhibits human steroid receptor coactivator 2 | Q15596 | HEK293 GAL4-SRC2 luciferase reporter, luminescence | inhibition, % at 9 µM | actives 0.17% (n = 370,000) | AID 651957;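 active means inhibition above the mean inhibition of all tested compounds plus 3 SD, set per campaign, cut at about 52% in these data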;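 further: 0% = DMSO treated cells and 100% = cells given Gossypol at 36 µM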
COUP-TFII inh: blocks human COUP-TFII nuclear receptor; inhibition, % at 8.6 µM; actives 0.7% (n = 370,000); HEK293T NGFI-A luciferase reporter, luminescence; AID 686940;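 active means inhibition above a per-plate cutoff, mean inhibition of test wells between control levels plus 3 SD, cut at about 38% in these data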;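 further: cells cotransfected with COUP-TFII expression vector driving the NGFI-A reporter; 0% = median of COUP-TF2 test wells and 100% = reporter-only cells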
NOD2 RIPK2 PPI: blocks binding of human NOD2 to RIPK2 | CHO BLA complementation NOD2-RIPK2, CCF4 ratio | inhibition, % at 4.98 µM | O43353 | actives 0.38% (n = 360,000); in the data active means inhibition above about 21%;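 further: 0% = vehicle only and 100% = reference blocker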
Target sequence (O43353 whole entry, looked up): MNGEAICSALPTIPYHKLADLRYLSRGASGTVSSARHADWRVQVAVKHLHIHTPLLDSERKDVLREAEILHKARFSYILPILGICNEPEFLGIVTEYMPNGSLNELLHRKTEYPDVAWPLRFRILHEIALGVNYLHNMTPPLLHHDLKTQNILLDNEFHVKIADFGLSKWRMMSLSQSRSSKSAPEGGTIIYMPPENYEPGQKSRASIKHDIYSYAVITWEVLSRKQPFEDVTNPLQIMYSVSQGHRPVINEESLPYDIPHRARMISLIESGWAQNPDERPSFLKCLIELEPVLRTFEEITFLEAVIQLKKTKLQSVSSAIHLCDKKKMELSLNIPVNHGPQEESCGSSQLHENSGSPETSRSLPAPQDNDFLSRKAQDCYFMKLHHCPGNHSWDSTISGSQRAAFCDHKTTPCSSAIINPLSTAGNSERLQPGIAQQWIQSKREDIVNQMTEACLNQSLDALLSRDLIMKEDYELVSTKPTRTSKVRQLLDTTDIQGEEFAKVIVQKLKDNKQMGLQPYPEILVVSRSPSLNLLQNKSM
Exocytosis inh: lytic granule exocytosis inhibition | actives 0.66% (n = 360,000) | AID 651702 | TALL-104 LAMP-1 surface exposure, flow cytometry; cells stimulated with thapsigargin and PMA | inhibition, % at 10 µM;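 active means inhibition above about 55%, limit read from the data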
Starred values were filed as active, the others as inactive.

What do the screens show for `CCC(C)NCCOCCSc1ccc(Cl)cc1` (stereo unspecified)?
TLR9-MyD88 block: 6.1; ABHD5 PLIN5 PPI: 5.3; TROY NFkB inh: -4.9; NCOA3 inh: 6.6; NCOA1 inh: 2.7; TWEAK-Fn14 inh: -4.5; LRH-1 inv ag: -21.2; SRC2 inh: -6.1; COUP-TFII inh: -11.9; NOD2 RIPK2 PPI: -4.9; Exocytosis inh: 4.6

Results for CC(=O)Nc1ccc(S(=O)(=O)NCCc2c[nH]c3ccc(C)cc23)cc1 ?
TLR9-MyD88 block: -3.0; ABHD5 PLIN5 PPI: 4.5; TROY NFkB inh: 6.1; NCOA3 inh: -14.4; NCOA1 inh: -4.2; TWEAK-Fn14 inh: 9.3; LRH-1 inv ag: -5.1; SRC2 inh: 2.4; COUP-TFII inh: 29.5; NOD2 RIPK2 PPI: -0.4; Exocytosis inh: 5.3

Results for COc1ccc(C(=O)c2c(C)oc3ccc(O)cc23)c(OC)c1 ?
TLR9-MyD88 block: 11.6; ABHD5 PLIN5 PPI: 3.6; TROY NFkB inh: -0.6; NCOA3 inh: 3.1; NCOA1 inh: -6.7; TWEAK-Fn14 inh: 19.1; LRH-1 inv ag: -10.1; SRC2 inh: -7.0; COUP-TFII inh: 0.0; NOD2 RIPK2 PPI: -11.5; Exocytosis inh: 12.3

What do the screens show for `c1ccc(CCN2CN=C(Nc3nc4ccccc4o3)NC2)cc1`?
TLR9-MyD88 block: 10.4; ABHD5 PLIN5 PPI: -5.1; TROY NFkB inh: -25.3; NCOA3 inh: -47.3; NCOA1 inh: -36.1; TWEAK-Fn14 inh: -9.5; LRH-1 inv ag: -34.1; SRC2 inh: -16.1; COUP-TFII inh: -14.0; NOD2 RIPK2 PPI: 1.4; Exocytosis inh: 0.9

Results for CC(=O)NCCC(=O)Nc1cc(S(=O)(=O)N2CCCCC2)ccc1Oc1ccccc1 ?
TLR9-MyD88 block: 0.0; ABHD5 PLIN5 PPI: -4.0; TROY NFkB inh: 2.4; NCOA3 inh: 3.0; NCOA1 inh: 3.9; TWEAK-Fn14 inh: 2.8; LRH-1 inv ag: 7.4; SRC2 inh: 8.8; COUP-TFII inh: 15.0; NOD2 RIPK2 PPI: -9.5; Exocytosis inh: -0.4

Results for CC(C)n1cc(/C=C2/SC(=O)N(CC(=O)Nc3ccc4c(c3)OCO4)C2=O)c2ccccc21 ?
TLR9-MyD88 block: 1.3; ABHD5 PLIN5 PPI: -6.0; TROY NFkB inh: 2.3; NCOA3 inh: -12.6; NCOA1 inh: -16.3; TWEAK-Fn14 inh: -27.2; LRH-1 inv ag: 17.5; SRC2 inh: 1.7; COUP-TFII inh: 0.8; NOD2 RIPK2 PPI: -7.0; Exocytosis inh: -1.8

Results for Cn1c(NCc2ccccc2)nc2cc(-c3cccc(C(F)(F)F)c3)sc2c1=O ?
ABHD5 PLIN5 PPI: 5.6; TROY NFkB inh: -28.0; NCOA3 inh: -15.3; NCOA1 inh: 5.2; TWEAK-Fn14 inh: -5.0; LRH-1 inv ag: -7.7; SRC2 inh: -42.1; COUP-TFII inh: -32.3; NOD2 RIPK2 PPI: 3.7; Exocytosis inh: 0.9

What do the screens show for `CC(C)(C)c1ccc(OCCOCCn2cnc3ccccc3c2=O)cc1`?
TLR9-MyD88 block: 5.0; ABHD5 PLIN5 PPI: -2.3; TROY NFkB inh: -8.8; NCOA3 inh: 3.4; NCOA1 inh: -22.7; TWEAK-Fn14 inh: 18.7; LRH-1 inv ag: -29.8; SRC2 inh: -12.9; COUP-TFII inh: -3.0; NOD2 RIPK2 PPI: 0.3; Exocytosis inh: 9.9

What do the screens show for `CC1CCN(C(=O)c2ncn3c2c(=O)[nH]c2cccnc23)CC1`?
TLR9-MyD88 block: 3.5; ABHD5 PLIN5 PPI: 1.1; TROY NFkB inh: -9.6; NCOA3 inh: -27.0; NCOA1 inh: -18.6; TWEAK-Fn14 inh: 11.6; LRH-1 inv ag: -13.5; SRC2 inh: 4.1; COUP-TFII inh: 6.4; NOD2 RIPK2 PPI: -3.2; Exocytosis inh: 11.5

How did Cc1c(C)n(Cc2ccccc2)c2ncnc(NN)c12 do in these assays?
TLR9-MyD88 block: -1.2; ABHD5 PLIN5 PPI: 3.8; TROY NFkB inh: -0.4; NCOA3 inh: -9.0; NCOA1 inh: 11.4; TWEAK-Fn14 inh: 9.5; LRH-1 inv ag: -7.3; SRC2 inh: 0.0; COUP-TFII inh: 6.9; NOD2 RIPK2 PPI: -0.1; Exocytosis inh: -1.0

How did CC(C)CN(C(=O)COC(=O)c1nc(Cl)ccc1Cl)C1CCS(=O)(=O)C1 (stereo unspecified) do in these assays?
TLR9-MyD88 block: -5.4; ABHD5 PLIN5 PPI: -2.6; TROY NFkB inh: 2.5; NCOA3 inh: -10.2; NCOA1 inh: -4.3; TWEAK-Fn14 inh: 0.7; LRH-1 inv ag: -2.1; SRC2 inh: 6.0; COUP-TFII inh: -6.9; NOD2 RIPK2 PPI: -14.4; Exocytosis inh: 42.3

Results for CCN(CC)S(=O)(=O)c1ccc(Cl)c(NC(=O)COC(=O)c2nc3nc(C)cc(C)n3n2)c1 ?
TLR9-MyD88 block: 5.3; ABHD5 PLIN5 PPI: 4.4; TROY NFkB inh: -5.9; NCOA3 inh: 4.2; NCOA1 inh: 3.3; TWEAK-Fn14 inh: 8.7; LRH-1 inv ag: -6.2; SRC2 inh: 4.7; COUP-TFII inh: -1.1; NOD2 RIPK2 PPI: -5.0; Exocytosis inh: -12.7

How did CCOC(=O)CSc1nnc(-c2ccccc2OC)o1 do in these assays?
TLR9-MyD88 block: -8.0; ABHD5 PLIN5 PPI: -6.0; TROY NFkB inh: 12.8; NCOA3 inh: 8.8; NCOA1 inh: 9.7; TWEAK-Fn14 inh: 4.0; LRH-1 inv ag: 15.4; SRC2 inh: -5.0; COUP-TFII inh: 2.0; NOD2 RIPK2 PPI: 0.8; Exocytosis inh: 1.4

Results for Cc1ccc(Cn2ncc(Cl)c(Cl)c2=O)cc1 ?
TLR9-MyD88 block: 6.7; ABHD5 PLIN5 PPI: 5.8; TROY NFkB inh: 2.5; NCOA3 inh: 12.3; NCOA1 inh: 1.0; TWEAK-Fn14 inh: 65.4*; LRH-1 inv ag: 16.8; SRC2 inh: -1.6; COUP-TFII inh: -2.6; NOD2 RIPK2 PPI: 8.2; Exocytosis inh: 1.2

How did CCn1c(SCC(=O)NCC2CCCO2)nc2c(c1=O)SC(C)C2 (stereo unspecified) do in these assays?
TLR9-MyD88 block: -2.6; ABHD5 PLIN5 PPI: 3.2; TROY NFkB inh: 0.5; NCOA3 inh: 2.5; NCOA1 inh: 6.9; TWEAK-Fn14 inh: 0.8; LRH-1 inv ag: 23.8; SRC2 inh: -38.4; COUP-TFII inh: 11.9; NOD2 RIPK2 PPI: -10.8; Exocytosis inh: 6.9

Results for CN(C)c1ccc(N=Cc2nc(-c3ccccc3)oc2OC(=O)c2cccc(Cl)c2)cc1 ?
TLR9-MyD88 block: 0.2; ABHD5 PLIN5 PPI: 0.3; TROY NFkB inh: -61.8; NCOA3 inh: -73.7; NCOA1 inh: -94.6; TWEAK-Fn14 inh: -6.8; LRH-1 inv ag: -100.2; SRC2 inh: -89.6; COUP-TFII inh: -37.1; NOD2 RIPK2 PPI: -4.8; Exocytosis inh: 27.6

How did O=C(Nc1ccccc1-c1ccccc1)c1ccccc1Br do in these assays?
TLR9-MyD88 block: 0.5; ABHD5 PLIN5 PPI: -0.6; TROY NFkB inh: -5.4; NCOA3 inh: -12.3; NCOA1 inh: -20.2; TWEAK-Fn14 inh: -11.5; LRH-1 inv ag: -8.2; SRC2 inh: -57.0; COUP-TFII inh: 14.4; NOD2 RIPK2 PPI: -9.1; Exocytosis inh: -15.4

How did C=CCc1cccc(/C=N/n2cnnc2)c1O do in these assays?
TLR9-MyD88 block: 11.9; ABHD5 PLIN5 PPI: 13.7; TROY NFkB inh: -10.3; NCOA3 inh: 12.8; NCOA1 inh: 14.2; TWEAK-Fn14 inh: 10.5; LRH-1 inv ag: -25.2; SRC2 inh: -7.0; COUP-TFII inh: 12.2; NOD2 RIPK2 PPI: -4.7; Exocytosis inh: -1.9

Results for O=C(Nc1n[nH]c(C(F)(F)F)n1)C1CC1 ?
TLR9-MyD88 block: -4.4; ABHD5 PLIN5 PPI: -6.4; TROY NFkB inh: 8.3; NCOA3 inh: 6.5; NCOA1 inh: -4.0; TWEAK-Fn14 inh: 6.1; LRH-1 inv ag: -8.5; SRC2 inh: 13.1; COUP-TFII inh: -1.4; NOD2 RIPK2 PPI: -9.6; Exocytosis inh: 0.1

How did Cc1ccc(-c2ccc(/C=N/c3ncn[nH]3)o2)cc1Cl do in these assays?
TLR9-MyD88 block: -7.1; ABHD5 PLIN5 PPI: -5.1; TROY NFkB inh: 13.0; NCOA3 inh: 5.1; NCOA1 inh: -16.3; TWEAK-Fn14 inh: 2.6; LRH-1 inv ag: -12.4; SRC2 inh: -4.3; COUP-TFII inh: 4.8; NOD2 RIPK2 PPI: -5.3; Exocytosis inh: 1.3

Results for C[C@H](CO)N1C[C@H](C)[C@@H](CN(C)C(=O)NC2CCCCC2)Oc2ncc(Br)cc2C1=O ?
TLR9-MyD88 block: -7.8; ABHD5 PLIN5 PPI: 1.8; TROY NFkB inh: -8.5; NCOA3 inh: -9.1; NCOA1 inh: 2.3; TWEAK-Fn14 inh: 3.1; LRH-1 inv ag: -2.0; SRC2 inh: -0.4; COUP-TFII inh: -9.5; NOD2 RIPK2 PPI: -1.8; Exocytosis inh: 8.5

How did C#CCOCCOCCOCCNc1nc(N2CCN(C(=O)[C@H]([C@@H](C)CC)n3cc(CCCCN)nn3)CC2)nc(N2CCN(C(=O)[C@H](CCCCN)n3cc(CCC(=O)O)nn3)CC2)n1 do in these assays?
TLR9-MyD88 block: -5.0; ABHD5 PLIN5 PPI: 1.9; TROY NFkB inh: 3.2; NCOA3 inh: -4.7; NCOA1 inh: -6.6; TWEAK-Fn14 inh: -2.0; LRH-1 inv ag: -4.9; SRC2 inh: -18.1; COUP-TFII inh: -10.8; NOD2 RIPK2 PPI: 3.0; Exocytosis inh: -4.0

Results for O=C(CCNS(=O)(=O)c1ccc2[nH]c(=O)oc2c1)Nc1ccccc1 ?
TLR9-MyD88 block: -6.2; ABHD5 PLIN5 PPI: -3.0; TROY NFkB inh: -12.1; NCOA3 inh: 0.5; NCOA1 inh: 12.3; TWEAK-Fn14 inh: 9.8; LRH-1 inv ag: -3.0; NOD2 RIPK2 PPI: 2.7; Exocytosis inh: -3.9

How did CCOc1ccccc1OC(=O)CN1C(=O)c2ccccc2C1=O do in these assays?
TLR9-MyD88 block: -16.0; ABHD5 PLIN5 PPI: 5.6; TROY NFkB inh: -1.0; NCOA3 inh: -4.1; NCOA1 inh: -1.5; TWEAK-Fn14 inh: 2.4; LRH-1 inv ag: 10.3; SRC2 inh: -24.5; COUP-TFII inh: 4.7; NOD2 RIPK2 PPI: -12.2; Exocytosis inh: -6.4

Some of the compounds tested. The share of hits here may be higher or lower than overall.
